p47phox inh: p47phox (human) inhibition. actives 0.53% (n = 220,000). P14598. p47phox/p22phox peptide binding, fluorescence polarization, 2 h. AID 1274. inhibition, % at 24.7 µM;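 active = inhibition above about 30%, limit read from the data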;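 also: 0% = p47phox with labelled peptide and 100% = labelled peptide alone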
Mdm2 ligase inh: Mdm2 E3 ligase (human) inhibition | cell-based MDM2 ubiquitination luciferase reporter, 2 h; 0 = plate control, 100 = twice control, blank-subtracted | signal enhancement, % at 5 µM | actives 0.11% (n = 210,000) | AID 1230;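 active = signal enhancement of 30% or more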;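 also: luminescence tracks abundance of the self-degrading MDM2-luciferase fusion protein; higher signal means inhibition of MDM2 E3 ligase activity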
Target sequence (Q00987 whole entry, looked up, the tested form may be a part): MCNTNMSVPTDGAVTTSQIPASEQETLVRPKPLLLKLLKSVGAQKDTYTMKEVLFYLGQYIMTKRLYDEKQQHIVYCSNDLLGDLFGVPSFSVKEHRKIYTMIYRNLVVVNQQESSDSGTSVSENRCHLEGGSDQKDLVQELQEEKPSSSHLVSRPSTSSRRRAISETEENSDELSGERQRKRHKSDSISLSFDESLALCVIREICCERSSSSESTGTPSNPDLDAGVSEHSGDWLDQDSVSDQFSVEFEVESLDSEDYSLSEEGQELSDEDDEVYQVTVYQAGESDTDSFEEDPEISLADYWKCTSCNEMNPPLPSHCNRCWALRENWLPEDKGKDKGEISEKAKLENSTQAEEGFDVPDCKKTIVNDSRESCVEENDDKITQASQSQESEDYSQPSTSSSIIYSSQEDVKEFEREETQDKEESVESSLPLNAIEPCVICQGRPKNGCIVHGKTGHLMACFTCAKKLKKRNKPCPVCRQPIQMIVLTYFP
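Test system: mammalian cells stably expressing self-ubiquitinating, self-degrading MDM2 E3–luciferase fusion; Amount: 2000 cells in each well; Medium: DMEM; Schedule: 4 h settle plus 2 h compound, 37 °C; Technique: SteadyLite luciferase luminescence after 15 min room-temperature reagent incubation; Benchmarks: plate control and blank wells.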
PPC-1+TRAIL kill: PPC-1 cancer cell killing with TRAIL present; PPC-1 cells + TRAIL, ATPLite viability luminescence; cell killing (% activity), % at 4 µM; actives 0.41% (n = 220,000);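 active = cell killing above 50% in the first pass at 4 µM, then a duplicate retest at 5 µM averaging 50% or more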;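 also: plate controls were cells with TRAIL plus DMSO for no effect and medium-only wells lacking cells for full effect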
zfTRPN1 agonist: zebrafish TRPN1 (NompC) channel agonism | activation, % at 3 µM | actives 0.18% (n = 220,000) | AID 1424 | HEK293 zebrafish TRPN1-YFP, Fluo-8 calcium fluorescence; 100% = response to 87 µM carbachol;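 active = activation above its plate's cutoff, the mean activation of test wells on that plate plus 3 SD, cut at about 19% in these data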;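 also: 0% = DMSO alone and 100% = 87 µM carbachol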
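System: zebrafish TRPN1-YFP in HEK293 cells / Dosing: 3 µM single point / Timing: dye loading 1 h at 37 °C, then 30 min room temperature / Signal: Fluo-8 calcium fluorescence, excitation 470-495 nm, emission 515-575 nm / Read-out basis: percent activation from peak over basal fluorescence ratio, control-normalized / Control set: high carbachol 87 µM, low DMSO alone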
TNF necrop inh: TNF-alpha cell death inhibition in Jurkat FADD-/- cells; Jurkat FADD-/- TNF necroptosis rescue, ATP luminescence, 24 h; 0 = TNF only, 100 = no-TNF cells; activation (protection from cell death), % at 10 µM; actives 0.068% (n = 220,000); AID 463075;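 active = activation, meaning protection from cell death, of at least 50% relative to plate controls; inactive = activation below 50%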;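 also: necroptosis triggered by 40 ng/mL TNF-alpha added together with compound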
TRPML3 agonist: agonists of human TRPML3 channel. HEK293 TRPML3-YFP, Fluo-8 calcium fluorescence; 100% = the carbachol control signal. activation, % at 3 µM. actives 0.29% (n = 220,000);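 active = activation above its plate's cutoff, the mean activation of the plate's test wells plus 3 SD, cut at about 12% in these data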;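 also: 0% = DMSO only wells and 100% = carbachol wells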
Target sequence (Q8TDD5 whole entry, looked up): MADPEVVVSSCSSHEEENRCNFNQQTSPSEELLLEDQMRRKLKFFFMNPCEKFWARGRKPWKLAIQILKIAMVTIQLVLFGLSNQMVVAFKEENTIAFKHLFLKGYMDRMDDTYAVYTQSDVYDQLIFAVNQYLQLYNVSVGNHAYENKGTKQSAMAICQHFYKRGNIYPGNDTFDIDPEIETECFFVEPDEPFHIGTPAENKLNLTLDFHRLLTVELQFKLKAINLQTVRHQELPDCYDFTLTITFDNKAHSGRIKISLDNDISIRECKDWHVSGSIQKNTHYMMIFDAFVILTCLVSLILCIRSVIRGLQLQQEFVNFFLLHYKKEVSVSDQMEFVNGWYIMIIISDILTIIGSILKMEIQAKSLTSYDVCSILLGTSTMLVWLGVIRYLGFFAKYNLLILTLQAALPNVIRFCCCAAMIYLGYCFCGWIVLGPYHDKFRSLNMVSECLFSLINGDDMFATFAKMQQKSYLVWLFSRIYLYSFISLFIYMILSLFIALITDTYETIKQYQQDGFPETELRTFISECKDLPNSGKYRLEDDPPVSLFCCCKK
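Test system: TRPML3-YFP stable HEK293 cells. Doses: single point at 3 µM. Incubation: dye loading 1 h 37 °C then 30 min ambient, 125 s read. Signal: Fluo-8 calcium dye fluorescence, ex 470-495, em 515-575 nm. Measure: percent activation from peak-to-basal fluorescence ratio, scaled between DMSO and carbachol.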
Runt-SMMHC FRET: inhibitors of human RUNX1 Runt domain binding to CBFb-SMMHC | Cerulean-Runt/Venus-CBFb-SMMHC FRET ratio 530/480, 1 h | inhibition, % at 20 µM | actives 0.74% (n = 220,000) | AID 1434;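 active = mean inhibition across duplicate retests at 20 µM reaching about 50%, limit read from the data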;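 also: 0% = DMSO wells and 100% = wells with excess untagged CBFb-SMMHC; inhibitors lower the FRET ratio by blocking Runt binding to CBFb-SMMHC; some results filed as inactive read as strong as hits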
EBV gp42 inh: EBV gp42 inhibition; Q1HVG2; Fluorescence polarization binding assay, mP read-out; inhibition, % (tested at 21.74 µM); actives 0.42% (n = 220,000); AID 1085; in the data active = inhibition above about 50%
CHOP inh: blocks CHOP induction under ER stress. CHO-K1 CHOP-promoter luciferase, tunicamycin-induced, 15-18 h. inhibition, % at 10 µM. actives 3.8% (n = 220,000). AID 2732;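 active = compounds that reduced the stress-induced luciferase reporter signal by more than about 70% of percent inhibition, limit read from the data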;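 also: 0% = tunicamycin plus vehicle and 100% = wells without tunicamycin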
* = called active by the depositor; / = not tested or not shown.

entry	structure	p47phox inh	Mdm2 ligase inh	PPC-1+TRAIL kill	zfTRPN1 agonist	TNF necrop inh	TRPML3 agonist	Runt-SMMHC FRET	EBV gp42 inh	CHOP inh
1	Cn1c(CSCc2ccc(Cl)c(Cl)c2)nnc1SCC(=O)Nc1nccs1	0	-15	2	0.4	0.0	0.4	4	-14	47
2	O=C(COC(=O)CCc1ccc(S(=O)(=O)N2CCOCC2)cc1)NCc1ccccc1	-9	-12	17	1.1	0.7	1.7	-2	-8	-19
3	Cc1c(C(O)CN2CCC(C(N)=O)CC2)c2ccccc2n1C (centres undefined)	-5	-1	6	0.3	-1.5	0.6	-59	-7	-2
4	CCOC(=O)CC(NC(=O)c1ccccc1F)c1ccc(C)cc1 (centres undefined)	9	-4	7	-0.9	0.0	0.6	0	1	6
5	O=C(Nc1cccc2ccccc12)N1CCN(Cc2ccc3c(c2)OCO3)CC1	-5	-6	-11	0.5	0.0	1.3	-1	16	35
6	CCCCn1c(-c2nonc2N)nc2ccccc21	-14	-3	10	-3.3	-1.6	-1.1	3	11	100*
7	C=CCOC(=O)c1cc(-c2ccc(/C=C3\C(=O)NC(=O)C(C#N)=C3C)o2)ccc1Cl	39*	-4	37	0.8	-4.5	0.0	0	57*	-1
8	CCCn1c(-c2cccc([N+](=O)[O-])c2)nc2c1c(=O)[nH]c(=O)n2Cc1ccccc1	1	/	4	-0.8	-1.5	-0.1	1	2	33
9	Cc1cccc(Nc2ncnc(N)n2)c1	/	-1	14	-0.3	0.7	1.0	1	3	18
10	Cn1cnnc1SCc1ccc(C#N)cc1Cl	2	-21	-3	0.3	1.3	0.2	1	10	-26

Following part:
entry	structure	p47phox inh	Mdm2 ligase inh	PPC-1+TRAIL kill	zfTRPN1 agonist	TNF necrop inh	TRPML3 agonist	Runt-SMMHC FRET	EBV gp42 inh	CHOP inh
11	Cc1ccc([N+](=O)[O-])cc1NC(=S)NC(=O)CC(C)(C)C	-12	-7	0	3.3	-0.4	-0.2	2	-21	3
12	O=C(CC(c1ccccc1)c1ccccc1)Nc1ccc2c(c1)OCCO2	-10	11	25	-2.6	-2.0	-1.7	2	-7	9
13	COc1ccc(CNC(=O)Nc2ccc3c(c2)N(C)C(=O)CS3)cc1	-21	-2	12	3.0	-1.7	0.1	-5	10	26
14	O=C(NC(=S)N1CCN(c2ccc([N+](=O)[O-])cc2)CC1)c1ccccc1Cl	-10	1	20	0.3	-0.3	0.8	-2	-6	47
15	C/C(=N/N=C1/NC(=O)CC(C(=O)O)S1)c1ccccc1 (centres undefined)	-10	-12	-2	0.7	0.1	0.9	2	-34	-5
16	CCc1cc2ccc(C)cc2nc1SCC(=O)Nc1cc(OC)c(OC)cc1C(=O)O	-23	-6	12	-2.8	-0.8	0.0	-2	-15	-18
17	CCCNC(=O)c1sc2c(c1C(=O)Nc1ccccn1)CCCC2	-5	-3	2	0.4	2.0	-0.5	0	-4	22
18	Cc1ccc(C(=O)NCCSC(C)(C)C)cc1[N+](=O)[O-]	-15	0	35	1.1	3.8	1.0	-4	-10	16
19	CCOc1ccccc1NC(=O)CCNC(=O)c1ccc(Cl)cc1	5	-4	-1	-0.5	2.2	-0.9	0	-11	14
20	Cn1nnnc1SCc1ccc(F)cc1	-19	-9	7	-0.2	21	0.1	-2	-7	-7

Some of these compounds in order of their number in Runt-SMMHC FRET, rising:
cpd	canonical_smiles	p47phox inh	Mdm2 ligase inh	TRPML3 agonist	Runt-SMMHC FRET	EBV gp42 inh	CHOP inh
16	CCc1cc2ccc(C)cc2nc1SCC(=O)Nc1cc(OC)c(OC)cc1C(=O)O	-23	-6	0.0	-2	-15	-18
17	CCCNC(=O)c1sc2c(c1C(=O)Nc1ccccn1)CCCC2	-5	-3	-0.5	0	-4	22
15	C/C(=N/N=C1/NC(=O)CC(C(=O)O)S1)c1ccccc1 (centres undefined)	-10	-12	0.9	2	-34	-5

Next compounds
entry	structure	p47phox inh	Mdm2 ligase inh	PPC-1+TRAIL kill	zfTRPN1 agonist	TNF necrop inh	TRPML3 agonist	Runt-SMMHC FRET	EBV gp42 inh	CHOP inh
21	CCOC(=O)Cn1nc(-c2ccc(Cl)cc2)cc1N	-4	-18	5	1.5	0.4	1.2	-2	-10	9
22	CCC(C)(C)NC(=O)Cn1c(-c2ccc(C)cc2)noc1=O	-1	/	-5	-0.2	2.0	0.2	-1	0	-4
23	C=CCSc1ncnc2c1oc1nc3c(cc12)COC(C)(C)C3	-28	-7	8	3.4	3.6	1.1	3	-12	-27
24	Cc1cc(C(=O)NCCCN(C)C)c2ccccc2n1	3	-3	32	1.1	0.1	1.4	-4	-16	-7
25	CCOC(=O)c1sc(=NC(=O)c2ccc(C)c(C)c2)n(C)c1C	2	-6	10	-0.8	2.9	-0.2	2	-12	-18
26	Cc1c(/C(O)=C2/C(=O)C(=O)N(CCN(C)C)C2c2ccc(C(C)C)cc2)cnn1-c1ccccc1 (centres undefined)	-1	-10	22	0.0	1.9	0.9	0	-20	-24
27	CCN(CC)S(=O)(=O)c1ccc(C(=O)NCC(c2ccc(OC)cc2)N2CCOCC2)cc1 (centres undefined)	-4	-24	24	-1.5	1.7	1.0	-1	-4	-23
28	O=C(CC1Nc2ccccc2NC1=O)NCc1cccnc1 (centres undefined)	-6	-8	-15	0.8	0.3	0.7	0	-13	-10
29	COc1ccc(CCNS(=O)(=O)c2ccc3c(c2)CCN3C(=O)CCC(=O)O)cc1OC	3	-8	-12	-0.2	-2.3	0.6	-4	-13	-1
30	CCc1nc2ccccc2c(C(=O)OCC(=O)C(C)(C)C)c1C	-1	-9	9	-2.8	2.7	-1.8	-4	-2	-1

The list continues:
entry	structure	p47phox inh	Mdm2 ligase inh	PPC-1+TRAIL kill	zfTRPN1 agonist	TNF necrop inh	TRPML3 agonist	Runt-SMMHC FRET	EBV gp42 inh	CHOP inh
31	O=Cc1ccc(-c2ccccc2C(=O)O)o1	-10	9	-6	0.7	-0.4	1.2	-3	-9	-15
32	O=C1COc2ccc(C(=O)COC(=O)c3ccco3)cc2N1	-3	-7	16	2.3	1.7	-0.3	3	-9	-10
33	OCCNCc1ccc(-c2ccccc2)cc1	0	-14	10	-0.2	3.2	1.1	-1	2	19
34	C=C(C)c1cccc(C(C)(C)NC(=O)Nc2nncs2)c1	-8	-8	11	-0.8	-1.1	-0.3	2	-14	2
35	O=C(O)CNC(=S)NCc1ccccc1	-6	-14	19	-0.8	0.2	-0.5	-1	5	9
36	Cc1ccc(-c2c(C#N)c(N)nc3c2CCCC3)o1	-29	-14	-9	-2.7	-0.5	-0.1	-40	-2	24
37	CCCc1cc(=O)[nH]c(SCc2cccnc2)n1	-2	-4	23	-1.0	-0.9	-0.1	-8	-17	5
38	Cc1nnc(SCC(=O)Nc2sccc2C(N)=O)n1Cc1ccccc1	-11	-13	-3	1.3	-0.5	0.7	1	0	23
39	CC(C)C(=O)N1c2ccccc2NC2=C(C(=O)CCC2)C1c1ccc(N(C)C)cc1 (centres undefined)	-12	10	-16	0.4	-4.9	-1.0	5	-20	8
40	Cc1cc(CSc2ccccc2)ccc1NC(=O)c1ccc(Cl)c([N+](=O)[O-])c1	6	2	-27	0.9	-5.1	0.9	-10	-19	27

Further structures follow.
entry	structure	p47phox inh	Mdm2 ligase inh	PPC-1+TRAIL kill	zfTRPN1 agonist	TNF necrop inh	TRPML3 agonist	Runt-SMMHC FRET	EBV gp42 inh	CHOP inh
41	COC(=O)c1ccc(CSc2nc3ccccc3s2)o1	-3	-16	1	-0.9	2.4	-0.6	1	-1	-26
42	O=C(c1cccc(Br)c1)c1conc1C(=O)c1ccco1	-29	-11	-1	0.2	0.3	-0.3	1	-13	17
43	O=C(CCCc1nc2ccccc2s1)N1CCN(S(=O)(=O)c2cccs2)CC1	-3	-3	9	6.2	-1.8	3.6	0	-35	39
44	COc1ccccc1-c1nnc2sc(COc3ccc(Cl)cc3Cl)nn12	3	-18	-2	2.4	-9.2	0.1	-5	3	37
45	C/C(=N\OC(=O)c1ccc(Cl)c(Cl)c1)c1sc(C)nc1C	-4	-8	4	-0.7	-0.6	0.6	-3	9	26
46	COc1ccc(S(=O)(=O)N(C)c2ccc(C(=O)NCCC(C)C)cc2)cc1	-2	-12	29	-1.2	2.5	-1.1	3	-18	28
47	O=C(CSc1nnnn1-c1ccccc1)Nc1nsc(-c2ccccc2)n1	-3	-19	5	0.9	7.4	1.2	6	12	-153
48	C=CCOC(=O)C1=C[C@H](C2CCCCC2)[C@@H](CCCO)[C@H](OCC)O1	/	/	2	0.3	2.6	1.4	-18	-17	10
49	COC(=O)c1cccc(NC2CC(=O)N(c3ccc(OC)c(OC)c3)C2=O)c1 (centres undefined)	-14	/	-14	1.2	0.6	0.6	-2	-11	-2
50	Nc1ccnn1Cc1ccncc1	-6	0	14	1.2	0.4	0.2	0	-10	-20

Other entries follow:
entry	structure	p47phox inh	Mdm2 ligase inh	PPC-1+TRAIL kill	zfTRPN1 agonist	TNF necrop inh	TRPML3 agonist	Runt-SMMHC FRET	EBV gp42 inh	CHOP inh
51	CCCn1c(SCC(=O)Nc2cccc(C)n2)nnc1C(C)C	-10	-8	2	0.7	1.1	0.4	-4	-16	8
52	Cn1c(-c2ccccc2)nc2cnccc21	-6	4	-6	1.1	2.8	0.9	-3	-24	-7
53	COc1ccc(NC(=S)N2CCN(c3ccccn3)CC2)cc1OC	0	-14	14	0.9	-0.5	0.3	-4	-19	-7
54	CC1(C)CC(=O)C(C2=NC(C)(C)Cc3ccccc32)=C(O)C1	-12	-14	30	0.4	0.3	0.6	2	-5	-6
55	CCOC(=O)C1=C(CN2CCN(C(=O)OCC)CC2)NC(=O)NC1c1ccc2c(c1)OCO2 (centres undefined)	10	-9	-48	-0.6	2.1	-0.1	1	7	-2
56	COc1cc(CN(C)Cc2nc3cc(C(F)(F)F)ccc3c(=O)[nH]2)ccc1OC(F)F	-12	0	18	-1.7	1.1	1.1	0	-11	35
57	CCCc1nnc(SCC(=O)N2CCCC2)n1CC1CCCO1 (centres undefined)	-8	-2	2	0.6	-0.1	0.9	-2	-4	12

Outcome played no part in choosing rows (roughly 5.9% active in at least one column).
